# MITF inh = inhibitors of human MITF | AlphaScreen MITF homodimerization, bead proximity signal | O75030 | inhibition, % at 2.6 µM | AID 1259374 | actives 0.91% (n = 650,000); in the data active means inhibition above about 50%;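 further: 0% = vehicle wells with protein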
# Target sequence (O75030 whole entry, looked up): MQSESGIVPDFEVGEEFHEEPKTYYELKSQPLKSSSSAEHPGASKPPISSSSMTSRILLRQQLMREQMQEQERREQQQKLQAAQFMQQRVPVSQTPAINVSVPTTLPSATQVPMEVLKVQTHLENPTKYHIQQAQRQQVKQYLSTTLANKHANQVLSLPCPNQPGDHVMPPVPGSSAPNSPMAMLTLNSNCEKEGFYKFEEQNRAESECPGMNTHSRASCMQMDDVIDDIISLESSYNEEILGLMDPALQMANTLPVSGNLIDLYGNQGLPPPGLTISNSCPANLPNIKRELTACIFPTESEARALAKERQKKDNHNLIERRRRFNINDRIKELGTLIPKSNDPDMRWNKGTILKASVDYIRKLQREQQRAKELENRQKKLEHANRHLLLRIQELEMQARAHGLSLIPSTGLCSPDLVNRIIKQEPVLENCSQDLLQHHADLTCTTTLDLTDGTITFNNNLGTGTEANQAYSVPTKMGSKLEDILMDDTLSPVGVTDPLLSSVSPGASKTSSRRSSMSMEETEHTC
# TEAD-YAP block = TEAD-YAP interaction inhibition | actives 1.4% (n = 640,000) | HEK-TIYL cells, TEAD-Gal4/YAP UAS-luciferase luminescence | AID 1259422 | inhibition, % at 9.12 µM; in the data active means inhibition above about 32%;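 further: 0% = median of test compound wells and 100% = reference inhibitor wells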
# GPR151 activ = human GPR151 activation | activation, % at 11.2 µM | AID 1508602 | Q8TDV0 | actives 1% (n = 650,000) | PathHunter beta-arrestin GPR151 cells, luminescence; in the data active means activation above about 4.9%;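 further: 0% = median of compound wells and 100% = cells with positive control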
# Target sequence (Q8TDV0 whole entry, looked up): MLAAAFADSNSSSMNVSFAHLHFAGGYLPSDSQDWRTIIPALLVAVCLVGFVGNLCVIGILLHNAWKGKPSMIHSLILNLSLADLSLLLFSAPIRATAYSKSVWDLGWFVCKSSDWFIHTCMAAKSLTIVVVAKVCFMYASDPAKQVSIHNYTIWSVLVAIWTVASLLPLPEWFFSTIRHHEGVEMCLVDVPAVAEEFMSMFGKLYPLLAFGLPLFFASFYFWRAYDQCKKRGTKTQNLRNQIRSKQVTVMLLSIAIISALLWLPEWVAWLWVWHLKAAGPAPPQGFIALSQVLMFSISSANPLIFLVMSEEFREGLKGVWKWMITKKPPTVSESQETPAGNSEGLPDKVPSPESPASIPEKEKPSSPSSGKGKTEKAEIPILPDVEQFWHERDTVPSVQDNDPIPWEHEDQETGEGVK
# FBW7 act = activators of human E3 ligase FBW7 | Q969H0 | AlphaScreen FBW7–phospho-cyclin E peptide binding, activator screen | normalized activity (activation), % at 26.1 µM | actives 0.13% (n = 650,000) | AID 1259310; in the data active means normalized activity above about 1.9%;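 further: purified mutant Fbw7 with reduced substrate affinity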
# Active calls of the source: *.
molecule | MITF inh | TEAD-YAP block | GPR151 activ | FBW7 act
COc1ccccc1-c1cc2nc(C)c(CCC(=O)N3CCCC3)c(C)n2n1 | 20.8 | -1.2 | -0.2 | 0.2
Cc1ccc2nc(NC(=O)Cn3c(=O)oc4ccccc43)sc2c1 | -4.2 | -6.9 | 0.9 | 0.1
Cc1ccc(CNC(=O)C2CCN(S(=O)(=O)c3c(C)[nH]c(=O)[nH]c3=O)CC2)cc1 | 12.4 | 14.4 | -0.1 | -0.1
O=C(c1ccc2ncsc2c1)N1CCN(c2nc3ccc(F)cc3s2)CC1 | 3.3 | 20.0 | 3.7 | -0.3
COc1ccc(C2/C(=C(/O)c3ccc(Cl)cc3)C(=O)C(=O)N2CCCN2CCOCC2)cc1OC (stereo not given) | 12.8 | 2.6 | -0.2 | 0.2
CCOC(=O)C1=C(CN2CCC(C(N)=O)CC2)NC(=O)NC1c1ccc(OC(C)C)cc1 (stereo not given) | 2.1 | 2.3 | 0.4 | 0.1
NC(=O)c1c(NC(=O)c2cc(=O)c3ccccc3o2)sc2c1CCCCC2 | 14.6 | 32.9* | -0.7 | 0.0
COc1cccc(C(=O)Nn2c(C3CC3)nc3cc(Cl)ccc3c2=O)c1 | 18.5 | 9.9 | -0.7 | 0.2
Cc1c(Cl)cnc(NC(=O)COC(=O)[C@@H](NC(=O)c2ccco2)C(C)C)c1Cl | 4.4 | -2.3 | 2.2 | 0.0
CCOc1ccccc1NC(=O)Nc1cccc(C(C)=O)c1 | -4.5 | -11.8 | -2.0 | -0.2
COc1ccc2[nH]c3nc(SCC(=O)N4C(C)CCCC4C)nnc3c2c1 (stereo not given) | 3.6 | 3.2 | 1.9 | -0.3
Cc1nc(N)sc1-c1csc(Nc2ccc(Cl)cc2)n1 | -4.9 | 0.0 | 0.8 | -0.2
CCCCn1c(=O)[nH]c(=O)c2c1nc(-c1ccc(CC)c([N+](=O)[O-])c1)n2C | -17.9 | -3.4 | 0.7 | -0.1
CC1CCC/C(=C(\C#N)C(N)=S)C1 (stereo not given) | -12.8 | -3.8 | -1.1 | 0.1
CCC(CC)NC(=O)c1cc(=O)c2ccccc2o1 | 13.6 | -6.6 | -0.7 | 0.2
Cc1ccc(Nc2ccn(-c3nc(-c4ccccc4)oc3-c3ccccc3)c(=O)n2)cc1 | 4.0 | 10.6 | 0.0 | 0.0
COc1ccc2c(CC(=O)Nc3ccccc3C(=O)Nc3ccc4c(c3)OCO4)coc2c1 | -3.2 | -19.3 | 2.8 | 0.1
Cc1ccc(C(c2nnnn2C2CCCC2)N2CCOCC2)cc1 (stereo not given) | -2.0 | -13.3 | 0.6 | 0.4
COc1ccc(OC(=O)COc2ccccc2C)cc1 | 2.5 | -3.3 | 0.6 | 0.0
CCOC(=O)c1c(NC(=O)CSc2cn(CCNC(=O)c3ccc(F)cc3)c3ccccc23)sc2c1CCCC2 | 2.8 | -6.0 | 0.6 | 0.0
O=C1c2ccccc2NC(c2ccccc2F)N1c1ccc(Cl)cc1 (stereo not given) | 10.4 | -39.2 | 0.4 | 0.3
O=C(NCC1CCC2(CCN(Cc3cc4ccccc4[nH]3)CC2)O1)c1ccco1 (stereo not given) | -0.4 | 2.5 | -0.4 | -0.1
Cc1ccccc1N1C(=O)c2cccc3cccc(c23)C1=O | 13.2 | -9.1 | 0.1 | 0.4
COc1ccc(-c2noc(N3CCCC(C(=O)O)C3)n2)cc1 (stereo not given) | -1.6 | -61.3 | 0.3 | 0.0
O=C(Nc1sc2c(c1C(=O)O)CCCC2)c1ccccc1F | 9.9 | 51.7* | -5.9 | 0.2
CC(C)(C)c1ccc(OCCNC(=O)c2ncn[nH]2)cc1 | 29.9 | -5.0 | -0.7 | -1.6
O=S(=O)(/C=C/c1ccccc1)Nc1ccc(Br)cc1 | -5.9 | -3.0 | 0.5 | 0.1
CCc1c(C)sc(NC(C)=O)c1C(=O)OC(C)C | 6.5 | -1.5 | -1.1 | 0.2
O=C(/C=C/c1ccccc1)Nc1nnc(SCc2nc3ccccc3[nH]2)s1 | -9.6 | 9.1 | -0.5 | -0.2
COc1ccc(C2c3c(-c4ccccc4O)n[nH]c3C(=O)N2Cc2ccco2)cc1 (stereo not given) | 8.2 | 9.3 | 0.3 | 0.0
COc1ccc(NC(=O)CSCc2ccccc2Cl)cc1 | 6.9 | -55.4 | 2.3 | -0.1
O=c1c2nnn(Cc3ccccc3)c2ncn1C/C=C/c1ccccc1 | -10.3 | -0.2 | 2.5 | 0.0
N#C/C(=C\c1ccc(Br)o1)c1nc(-c2ccc(Br)cc2)cs1 | -11.8 | 1.1 | 1.4 | 0.1
CCOC(=O)c1c(NC(=O)C2CCCCC2)sc(C(=O)Nc2ccccc2F)c1C | -12.2 | -15.5 | -0.7 | -0.2
CCOc1cc(C(=O)NCCOC)cc(Br)c1OC | -7.4 | 4.7 | -0.4 | -0.1
N#Cc1ccc(NC(=O)COC(=O)c2ccc([N+](=O)[O-])o2)cc1 | 11.9 | 25.3 | -1.0 | 0.3
CC(C)c1ccc(NC(=O)CN(Cc2ccccc2)S(=O)(=O)c2ccc(Br)cc2)cc1 | 6.8 | -2.2 | -0.6 | 0.1
COCCNC(=O)c1ccc(NCCc2ccc(Cl)cc2)c(S(=O)(=O)Nc2cccc(C(F)(F)F)c2)c1 | 4.5 | -0.9 | 3.5 | 0.1
O=C(CC(NS(=O)(=O)c1ccc([N+](=O)[O-])cc1)c1ccc(F)cc1)NO (stereo not given) | -2.7 | 8.4 | -1.3 | -0.1
COC(=O)c1c(OCCc2cccs2)cc(=O)n2c1CCN(Cc1cccnc1)CC2 | -8.7 | -13.8 | -0.2 | -0.1
CC(=O)c1ccc(NC(=O)CSc2nnc(-c3ccncc3)s2)cc1 | -3.7 | -3.1 | -1.0 | -0.2
O=C(NCc1cccnc1)c1nn2c(c1Cl)NC(c1ccccc1)CC2C(F)(F)F (stereo not given) | 4.3 | 10.6 | -0.9 | -0.4
C=CCNC(=O)c1ccc(C)cc1 | -2.3 | 2.7 | -0.1 | 0.0
CC1CCCN(C2=NC(=O)/C(=C\c3ccc(O)cc3)S2)C1 (stereo not given) | -4.0 | 61.0* | -1.7 | 0.0
Cc1ccc(C(=O)CCC(=O)Nc2cc(F)ccc2C)cc1 | 0.0 | 0.8 | -0.2 | 0.3
N#Cc1c(NC(=O)COc2ccc(F)cc2F)sc2c1CCC2 | 8.8 | -9.3 | 2.7 | 0.0
C/C(=N\Nc1nc2ccccc2[nH]1)c1cc2ccccc2o1 | -1.9 | -16.8 | -0.9 | -0.1
CCN(C(=O)COc1ccc(C#N)cc1OC)C1CCS(=O)(=O)C1 (stereo not given) | -3.0 | -0.5 | -1.2 | -0.1
Cn1c(=O)n(C)c2cc(/C=N/Nc3nc(-c4ccccc4)cs3)ccc21 | -3.5 | -0.4 | 3.3 | 0.0
O=C1C(Nc2ccccc2)=CC(c2ccc3c(c2)OCO3)N1c1ccccc1 (stereo not given) | -3.9 | -7.4 | 0.5 | 0.0
Cn1c(CN2CCOCC2)nnc1SCC(=O)NC1CCCCC1 | -11.8 | -11.5 | 0.6 | 0.0
Cc1cc(Nc2ccccc2)nc(Nc2cccc(N(C)C)c2)n1 | 22.3 | 11.5 | 0.4 | -0.2
COC(=O)c1ccccc1S(=O)(=O)C1CCN(C(=O)Nc2ccc(C(C)=O)cc2)CC1 | 2.4 | 6.3 | 1.7 | 0.1
CC(c1ccccn1)N(CCN(C)C)C(=S)Nc1ccccc1F (stereo not given) | 58.0* | -6.4 | -0.1 | -0.3
O=C(Nc1ccc2c(c1)OCO2)Nc1ccc(Br)cn1 | 9.5 | -81.3 | 6.5* | 0.2
Cc1cc(C)c(C(=O)N2CCCC(CCC(=O)N(C)CCc3ccccn3)C2)c(=O)[nH]1 (stereo not given) | 7.8 | -3.2 | -0.4 | -0.1
Cc1ccc(-c2cc(C(F)(F)F)n3nc(C(=O)Nc4cccnc4Cl)cc3n2)cc1 | -5.2 | 7.4 | 1.2 | 0.1
O=C(NC1CCCC1)C1CC(=O)N(CCc2ccccc2)C1 (stereo not given) | 3.6 | 16.2 | -0.8 | 0.8
COc1ccc(OCCSc2nc(C(C)(C)C)nc3c2c(=O)n(C)c(=O)n3C)cc1 | 3.7 | 0.8 | -0.5 | 0.7
O=C(Nc1ncn[nH]1)C1COc2ccccc2O1 (stereo not given) | 8.6 | -7.1 | 0.9 | -0.8

# (further entries)
# Order of results – MITF inh, TEAD-YAP block, GPR151 activ, FBW7 act
- Cc1nc2sccn2c1C(=O)N/N=C\c1ccccc1[N+](=O)[O-]
→ 17.1, 1.9, -1.9, 0.1
- COc1ccccc1NCC(=O)N/N=C\c1ccc(OC(C)=O)c(OC)c1[N+](=O)[O-]
→ -1.2, -3.4, 2.4, 0.1
- CC(C)(C)OC(=O)N[C@@H](C(=O)NCc1nc(-c2ccncc2)n[nH]1)c1ccccc1
→ 8.2, 1.9, -1.0, 0.0
- Cc1cc2c(c(=O)n1CCN(C)C)C(c1ccccc1Cl)C(C#N)=C(N)O2 (stereo not given)
→ -5.5, 3.1, -0.5, -0.1
- CCCCOc1ccc(OCC(=O)NN)cc1
→ 0.8, -7.0, 1.1, 0.2
- CCN(c1ccccc1)S(=O)(=O)c1c[nH]c2ccc([N+](=O)[O-])cc12
→ 13.5, 11.4, -0.4, -0.1
- Cc1[nH]c2ccccc2c1C(c1ccncc1)N1CCN(c2ccccn2)CC1 (stereo not given)
→ 8.6, -2.6, -1.9, -0.1
- COC(=O)c1cc(Cl)c(NC(=O)/C=C/c2ccc(OC)c(OC)c2)cc1OC
→ 12.6, 13.2, 0.7, 0.0
- CCc1nnc(NC(=O)CCCc2ccccc2)s1
→ 6.6, 4.8, 0.5, -0.2
- COc1cc2[nH]c3c(=O)n(CC(=O)N4CCN(c5cccc(C)c5C)CC4)cnc3c2cc1OC
→ 21.3, 8.0, -0.4, 1.4
- COc1cc(NC(=O)c2ccc(-c3cccc(N)c3)s2)cc(OC)c1OC
→ 19.9, -8.6, 0.7, 0.0
- COCCn1c(O)c(C2=c3ccccc3=NC2=O)sc1=S
→ -3.4, 7.2, 2.1, -0.2
- O=C(Oc1ccc2c(=O)c(-c3nc4ccccc4s3)coc2c1)c1ccccc1
→ -7.3, -3.4, -0.7, -0.1
- C=CCNc1nc(N(C)c2ccccc2)nc(-n2ccnc2)n1
→ -6.6, -20.4, -0.9, 0.0
- COc1ccc(-c2nc(O)c3cnccn23)cc1
→ 2.6, 0.7, 0.1, -0.1
- Cc1ccc(OCC(=O)Nc2sc3c(c2C(N)=O)CCC(C)C3)cc1C (stereo not given)
→ -6.5, 3.8, -0.8, 0.0
- Cc1c([N+](=O)[O-])ccc(S(=O)(=O)n2ccnc2C)c1C
→ 5.5, 10.9, 1.8, 0.7
- COCCCNCCCOc1ccc(C(C)(C)C)cc1C
→ 12.4, -8.2, -1.9, -0.1
- O=C(Nc1nc2ccc([N+](=O)[O-])cc2s1)c1cc(=O)c2ccccc2o1
→ -6.3, 1.7, -0.3, 0.3
- O=C(NC1CC1)c1ccnc(Cl)c1
→ -3.1, 0.2, 0.2, -0.1
- CCOc1ccc(S(=O)(=O)Nc2ccccc2C(=O)NCCOC)cc1
→ -8.0, -9.8, -0.2, 0.0

# A section from further up:
# Order of results – MITF inh, TEAD-YAP block, GPR151 activ, FBW7 act
- CCN(c1ccccc1)S(=O)(=O)c1c[nH]c2ccc([N+](=O)[O-])cc12
→ 13.5, 11.4, -0.4, -0.1
- Cc1[nH]c2ccccc2c1C(c1ccncc1)N1CCN(c2ccccn2)CC1 (stereo not given)
→ 8.6, -2.6, -1.9, -0.1
- COC(=O)c1cc(Cl)c(NC(=O)/C=C/c2ccc(OC)c(OC)c2)cc1OC
→ 12.6, 13.2, 0.7, 0.0
- CCc1nnc(NC(=O)CCCc2ccccc2)s1
→ 6.6, 4.8, 0.5, -0.2
- COc1cc2[nH]c3c(=O)n(CC(=O)N4CCN(c5cccc(C)c5C)CC4)cnc3c2cc1OC
→ 21.3, 8.0, -0.4, 1.4
- COc1cc(NC(=O)c2ccc(-c3cccc(N)c3)s2)cc(OC)c1OC
→ 19.9, -8.6, 0.7, 0.0
- COCCn1c(O)c(C2=c3ccccc3=NC2=O)sc1=S
→ -3.4, 7.2, 2.1, -0.2
- O=C(Oc1ccc2c(=O)c(-c3nc4ccccc4s3)coc2c1)c1ccccc1
→ -7.3, -3.4, -0.7, -0.1
- C=CCNc1nc(N(C)c2ccccc2)nc(-n2ccnc2)n1
→ -6.6, -20.4, -0.9, 0.0
- COc1ccc(-c2nc(O)c3cnccn23)cc1
→ 2.6, 0.7, 0.1, -0.1
- Cc1ccc(OCC(=O)Nc2sc3c(c2C(N)=O)CCC(C)C3)cc1C (stereo not given)
→ -6.5, 3.8, -0.8, 0.0
- Cc1c([N+](=O)[O-])ccc(S(=O)(=O)n2ccnc2C)c1C
→ 5.5, 10.9, 1.8, 0.7
- COCCCNCCCOc1ccc(C(C)(C)C)cc1C
→ 12.4, -8.2, -1.9, -0.1
- O=C(Nc1nc2ccc([N+](=O)[O-])cc2s1)c1cc(=O)c2ccccc2o1
→ -6.3, 1.7, -0.3, 0.3
- O=C(NC1CC1)c1ccnc(Cl)c1
→ -3.1, 0.2, 0.2, -0.1
- CCOc1ccc(S(=O)(=O)Nc2ccccc2C(=O)NCCOC)cc1
→ -8.0, -9.8, -0.2, 0.0

# Source: PubChem
